Compound activity as filed in PubChem.
PAX8 inh HTS = inhibitors of PAX8-driven TPO luciferase reporter, primary screen, RMG-I cells, single concentration; SteadyGlo, 24 h; inhibition, % at 12.6 µM; 1.2% of 360,000 active; AID 652154, 2013;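 active = mean replicate inhibition at least 60% with every replicate also reaching 60%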;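 also: luciferase light reporting Pax8 driven TPO promoter activity; plate controls were median of neutral control wells for no effect and mitoxantrone controls for full effect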
PGC1a acetyl inh = inhibitors of PGC1a acetylation signal, primary screen, cell-based, U2OS, AlphaScreen, inhibitor mode | 0.17% of 350,000 active | AID 651687, 2012 | inhibition, % at 15.6 µM | AlphaScreen anti-acetyl-lysine; with virally co-expressed GCN5 acetyltransferase;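 active = every replicate shows inhibition of at least 40%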;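 also: 0% = neutral control wells and 100% = positive control wells; some results beyond the cut were filed as inactive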
EWS-Fli inh = EWS/Fli-driven NR0B1 reporter inhibitors, primary screen, A673 cells, NR0B1 luciferase, luminescence, MLPCN library. viability-normalised. 0.67% of 350,000 active. AID 651661, 2012. inhibition, % at 12.6 µM;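 active = mean inhibition of at least 50% after viability correction, with every replicate also passing that limit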;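 also: firefly luciferase signal divided by Alamar Blue viability fluorescence both relative to DMSO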
LGR2 inh = inhibitors of bursicon-induced LGR2 CRE-luciferase signal, primary screen, cell-based, HEK293, CRE-luciferase reporter, bursicon stimulation | Drosophila bursicon receptor LGR2 (rickets) | bursicon-stimulated, 4 h | inhibition, % at 9.99 µM | 0.35% of 380,000 active | AID 720647, 2013;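 active = drop in luminescence signal, shown as inhibition above about 50% in the replicate tests, limit read from the data, passing the limit was not always enough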;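 also: agonist challenge used bursicon conditioned medium at about half maximal strength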
FN deposit inh = inhibitors of fibronectin matrix deposition, primary screen, AH1F cells, Alexa488-fibronectin fluorescence, plate reader. AH1F fibroblasts, overnight. inhibition, % at 12.6 µM. 0.086% of 350,000 active;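 active = mean inhibition across replicates of 30% or more, regardless of how many single replicates reach that level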;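 also: positive control wells lacked labelled fibronectin entirely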
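Material: AH1F fibroblast monolayer depositing Alexa488-labelled fibronectin into matrix | Input: 10000 AH1F cells/well | Medium: DMEM plus 2% serum, read in PBS | Reagent: Alexa488-fibronectin, 24 nM final in well | Compound dosing: One dose per compound, pinned | Schedule: 1 h adhesion, overnight exposure | Measured by: Fluorescence at 485 nm excitation, 525 nm emission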
PglD DTNB = C. jejuni PglD acetyltransferase inhibitors, primary screen, biochemical, DTNB colorimetric, single point | AID 602405, 2012 | purified PglD enzyme, DTNB colorimetric CoA detection | 0.098% of 360,000 active | inhibition, % at 12.5 µM; in the data active = inhibition above about 16%, passing the limit was not always enough; also: strong numbers were not always called active
S100A4 MyoIIA = inhibitors of S100A4-myosin IIA peptide binding, primary screen, biochemical, fluorescence polarization, TAMRA-MyoIIA peptide; inhibition, % at 10.7 µM; AID 652163, 2013; 0.14% of 360,000 active; Protein S100-A4 (Homo sapiens), P26447;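 active = mean inhibition of at least 70% across replicates, with every replicate also reaching that level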
Target sequence (P26447 whole entry, looked up): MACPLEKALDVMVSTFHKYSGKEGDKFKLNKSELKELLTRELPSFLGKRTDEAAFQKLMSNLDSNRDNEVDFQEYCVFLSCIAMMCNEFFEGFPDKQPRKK
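System – human S100A4 monomer protein, biochemical binding assay · Buffer or medium – Calcium-containing HEPES buffer, pH 7.2 · Timing – 5 min between mix addition and reading · Also added – TAMRA-labelled myosin IIA heavy-chain peptide probe, 5 nM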
ERAP1 inh = human ERAP1 aminopeptidase inhibitors, primary screen, biochemical, single point, plate reader; 0.15% of 340,000 active; inhibition, % at 10.7 µM; recombinant ERAP1, Leu-AMC fluorescence, 60 min; AID 652197, 2013; Endoplasmic reticulum aminopeptidase 1 (Homo sapiens), Q9NZ08;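 active = mean replicate inhibition of at least 30%, or all replicates individually reaching that 30% level; inactive = mean below 30% and not every replicate reaching it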;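 also: 0% = neutral control wells and 100% = L-leucinethiol positive control wells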
Target sequence (Q9NZ08 whole entry, looked up): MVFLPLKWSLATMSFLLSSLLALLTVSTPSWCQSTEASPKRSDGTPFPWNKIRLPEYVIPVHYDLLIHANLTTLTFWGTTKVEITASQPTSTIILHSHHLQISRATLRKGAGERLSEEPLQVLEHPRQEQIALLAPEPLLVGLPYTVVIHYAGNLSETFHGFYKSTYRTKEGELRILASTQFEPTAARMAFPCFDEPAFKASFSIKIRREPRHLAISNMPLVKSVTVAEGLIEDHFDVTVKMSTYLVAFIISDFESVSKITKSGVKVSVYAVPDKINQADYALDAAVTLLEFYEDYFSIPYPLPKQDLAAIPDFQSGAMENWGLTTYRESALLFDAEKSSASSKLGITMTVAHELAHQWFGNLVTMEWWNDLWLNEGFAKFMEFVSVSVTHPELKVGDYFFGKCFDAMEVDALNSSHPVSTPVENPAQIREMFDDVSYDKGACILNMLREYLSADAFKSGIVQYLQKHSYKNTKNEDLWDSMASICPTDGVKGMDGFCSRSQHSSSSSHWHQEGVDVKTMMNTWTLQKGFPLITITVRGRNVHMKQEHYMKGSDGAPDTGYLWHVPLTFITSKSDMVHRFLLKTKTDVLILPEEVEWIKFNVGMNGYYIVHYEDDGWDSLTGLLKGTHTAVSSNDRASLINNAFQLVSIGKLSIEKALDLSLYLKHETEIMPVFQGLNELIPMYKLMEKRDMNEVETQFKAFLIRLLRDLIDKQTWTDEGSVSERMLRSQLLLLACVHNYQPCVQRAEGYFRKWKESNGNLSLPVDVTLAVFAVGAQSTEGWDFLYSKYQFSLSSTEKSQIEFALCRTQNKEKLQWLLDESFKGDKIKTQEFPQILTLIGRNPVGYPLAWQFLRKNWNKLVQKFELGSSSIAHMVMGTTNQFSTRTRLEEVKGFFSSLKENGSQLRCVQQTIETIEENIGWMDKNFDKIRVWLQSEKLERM
Active calls of the source: *; nt = no result given. Rows are unselected; 2.1% or so of the library scored in one or more.

molecule | PAX8 inh HTS | PGC1a acetyl inh | EWS-Fli inh | LGR2 inh | FN deposit inh | PglD DTNB | S100A4 MyoIIA | ERAP1 inh
CC(C)[C@@H]1C=C(C(=O)O)O[C@H](OCCCCO)C1 | -22 | nt | -1 | 3 | -9 | 0 | 0 | -3
COc1cccc(C#Cc2ccc3c(c2)O[C@@H](CN(C)C(C)=O)[C@H](C)CN([C@H](C)CO)S3(=O)=O)c1 | nt | -7 | 5 | -26 | -4 | -2 | -7 | 0
O=C1CCCc2c1nc(-c1ccc([N+](=O)[O-])cc1)n2O | 6 | nt | -12 | -4 | 0 | nt | -4 | 10
O=C(C[C@H]1CC[C@H]2[C@@H](COC[C@H](O)CN2Cc2cccc(C(F)(F)F)c2)O1)NCc1ccc(Cl)cc1 | 70* | -7 | -6 | -7 | -19 | 0 | -1 | 1
Cc1ccc(NC(=O)CN(C)S(=O)(=O)c2ccc3[nH]c(=O)oc3c2)c(C)c1 | 6 | 39 | nt | 31 | 11 | 7 | -3 | 4
CCOc1ccccc1NC(=O)CSc1nncc2ccccc12 | 22 | -3 | -3 | 13 | -5 | 2 | -8 | -5
CC(C)Oc1ccc(C(=O)NCC(=O)OCC(=O)N(C)Cc2cccs2)cc1 | 0 | 2 | 1 | 24 | nt | nt | -7 | 1
O=C(N/N=C/c1cc2c(cc1Cl)OCO2)c1cc(-c2ccccc2)n[nH]1 | -6 | 3 | -1 | 0 | nt | -4 | -4 | 0
C[C@@H]1CN([C@@H](C)CO)C(=O)c2c(c3ccccc3n2C)-c2ccccc2CO[C@@H]1CN(C)S(C)(=O)=O | nt | -8 | -2 | 14 | 5 | 1 | 3 | 0
COc1ccc(OC)c(CN2CCN(S(=O)(=O)c3ccc(NC(C)=O)cc3)CC2)c1 | 1 | -5 | 0 | 2 | -7 | nt | -1 | -1
COc1ccc(NC(=O)Nc2ccc3c(c2)C(=O)N([C@H](C)CO)C[C@H](C)[C@@H](CN(C)C(=O)CCCN(C)C)OCCCC[C@H](C)O3)cc1 | nt | 5 | -12 | 11 | nt | 1 | 8 | 1
Cc1cnc(C(=O)N2CCCC(C(=O)c3ccc(C(C)(C)C)cc3)C2)cn1 (stereo not given) | -8 | 3 | -6 | -22 | -6 | nt | -10 | 3
CC1(C(=O)O)CCN1C(=O)c1ccccc1F (stereo not given) | 3 | 5 | 7 | -5 | nt | -6 | -1 | 5
O=C(O)CC(c1ccccc1F)N1Cc2ccccc2C1=O (stereo not given) | -13 | 1 | 5 | -3 | 8 | -9 | -2 | 2
O=c1c(-c2ccco2)nc2ccccc2n1C(c1ccccc1)c1nc2ccccc2[nH]1 (stereo not given) | -96 | nt | -68 | -42 | -12 | nt | -18 | nt
N#C/C(=C\c1coc2ccc(O)cc2c1=O)C(=O)Nc1nc2ccccc2s1 | 34 | -7 | -19 | 17 | 1 | 4 | -19 | 8
CC(=O)Nc1ccc2c(c1)C(=O)N(C)[C@H]1CC[C@H](CC(=O)Nc3ccccc3Cl)O[C@@H]1CO2 | -1 | -10 | 0 | -4 | -11 | 3 | nt | nt
CC(C)n1cnc2cc(NCc3nc4ccccc4n3C)ccc21 | -14 | 5 | -70 | -15 | -1 | -3 | nt | nt
NC(=O)C1CCN(C(=O)c2cc3ccccc3cc2O)CC1 | 9 | nt | 7 | 11 | -6 | 0 | 9 | -1
CCN1[C@@H]2c3ccc(-c4ccc(F)cc4)c(=O)n3C[C@@H]2[C@@H](CO)[C@@H]1C(=O)NCCc1cn(C)cn1 | nt | nt | -4 | -11 | nt | -2 | 0 | 0
CCOC(=O)N1CCN(Cc2nc3cc(NC(C)=O)ccc3n2CC)CC1 | 4 | -5 | 11 | 4 | -5 | -5 | -17 | -3
COCC(=O)Nc1ccc2c(c1)[C@@H]1C[C@@H](CC(=O)NCc3ccccc3OC)O[C@@H](CO)[C@@H]1O2 | nt | -7 | 3 | 3 | -2 | 0 | -1 | -3
COc1ccc(OC)c(CNS(=O)(=O)c2ccccc2Br)c1 | -5 | nt | -12 | -8 | 0 | nt | 4 | -2
Cc1ccc(S(=O)(=O)C/N=C(/NC(=S)N(c2ccccc2)c2ccccc2)c2ccccc2)cc1 | nt | -4 | -3 | 5 | nt | 2 | 2 | 5
CCCCCCn1c(=O)n2n(c1=O)[C@@H]1CN(S(=O)(=O)c3ccc(C)cc3)C[C@]1(O)[C@@H](OC(=O)NC1CC1)C2 | 20 | 8 | 4 | 11 | -2 | -5 | -3 | -1
CCn1c(C)[n+](CCOC(C)=O)c2cc(Cl)c(Cl)cc21 | -12 | 4 | -4 | 24 | 4 | nt | -5 | 8
COc1ccc(N(CC(=O)Nc2ccc(C)cc2C)S(=O)(=O)c2c(C)n[nH]c2C)cc1 | -5 | 34 | 4 | -11 | -2 | 0 | -1 | 3
COc1cc(OC)cc(C(=O)NCCNC(=O)c2ccccn2)c1 | -5 | -2 | 5 | -13 | 2 | 8 | -3 | -5
Cc1ccc(C(O)c2ncc(-c3ccc(F)cc3)[nH]2)cc1F (stereo not given) | -10 | nt | -11 | -20 | -4 | 0 | -9 | 11
COc1cc(C)c2sc3ccccc3c(=O)c2c1NCCN(C)C | -2 | -10 | -7 | -20 | 5 | 1 | 0 | 5
O=C(NCc1ccccn1)Nc1cc(Cl)cc(Cl)c1 | 5 | nt | -11 | 0 | 1 | -5 | 5 | 2
C[C@@H]1CN([C@H](C)CO)C(=O)c2cc(-c3ccncc3)cnc2O[C@H]1CN(C)C(=O)Nc1ccc2c(c1)OCO2 | nt | 10 | 8 | -4 | 17 | -2 | 5 | 9
CCCNC(=O)[C@H]1[C@H](CO)[C@H]2Cn3c(ccc(-c4cccc(F)c4)c3=O)[C@@H]1N2CCC | -1 | nt | 3 | 13 | nt | -3 | 9 | 0
CCCN(CCC)c1cc(Cl)nc(N)n1 | 8 | -1 | 2 | -8 | 10 | nt | -1 | 1
Cc1onc(-c2c(Cl)cccc2Cl)c1C(=O)O/N=C(\C#N)c1c(Cl)cccc1Cl | -5 | nt | 2 | -1 | -1 | nt | 3 | nt
COC(=O)c1ccc(NC(=O)CCc2c(C)nc3ncnn3c2C)cc1 | 3 | -10 | nt | nt | 5 | 5 | nt | nt
CN(C)S(=O)(=O)c1cccc(N2C(=O)CC3(CCCCC3)CC2=O)c1 | 23 | nt | 7 | 7 | 3 | nt | -6 | nt
Cc1cc(C)cc(-n2nnnc2SCC(=O)Nc2nc(-c3ccc(F)cc3)cs2)c1 | nt | -3 | 8 | 18 | nt | -3 | -1 | -2
CO[C@H]1CN(C)C(=O)c2ccc(NC(=O)c3ccccc3F)cc2OC[C@H](C)N(C(=O)c2ccccc2F)C[C@H]1C | nt | 15 | 3 | -12 | 10 | -3 | 3 | -2
NC(=O)c1c(NC(NC(=O)c2ccco2)(C(F)(F)F)C(F)(F)F)sc2c1CCCC2 | 12 | 25 | nt | nt | 0 | 5 | nt | nt
CC=Cc1ccc2n(c1=O)C[C@@H]1[C@@H](CO)[C@H](C(=O)NCC3CCCCC3)[C@H]2N1C(=O)CC (mixture of isomers) | nt | nt | 8 | 10 | nt | 3 | -3 | 1
CO[C@H]1CN(C)C(=O)c2ccc(NS(=O)(=O)c3cccc(F)c3)cc2OC[C@@H](C)N(C(=O)Cc2cccnc2)C[C@@H]1C | -8 | 2 | 5 | 0 | -2 | -1 | -5 | 0
COc1ccc(OC(=O)N(C)C[C@@H]2OCc3ccccc3-c3ccccc3C(=O)N([C@H](C)CO)C[C@H]2C)cc1 | 9 | -6 | -2 | 7 | 0 | -3 | -4 | -3
Cc1ccccc1-c1cc(-c2ccccc2O)n[nH]1 | -161 | 10 | nt | nt | -2 | 8 | nt | nt
C[C@H](CO)N1C[C@H](C)[C@H](CN(C)Cc2cccnc2)Oc2cc(C#CC3CCCC3)ccc2S1(=O)=O | -7 | -5 | 1 | 7 | -3 | 2 | 2 | -1
S=c1[nH]nc(NC2CCCCC2)s1 | -16 | nt | -17 | -2 | 3 | -2 | -3 | 3
O=C(O)c1cccc(S(=O)(=O)Nc2ccc3[nH]c(=O)[nH]c3c2)c1 | -2 | -3 | -2 | 10 | -1 | -9 | -3 | -1
Cc1ccc(/C=N/N2CCN(Cc3cccc4ccccc34)CC2)s1 | 3 | 1 | -8 | -2 | 14 | nt | -6 | 2
CC(NC(=O)C(=O)NCCN1CCN(C(=O)c2ccccc2Br)CC1)c1ccccc1 (stereo not given) | 7 | -18 | 2 | 12 | -4 | -1 | -2 | -4
C[C@@H]1CN([C@@H](C)CO)C(=O)c2cc(NC(=O)Nc3ccccc3)ccc2O[C@H]1CN(C)S(=O)(=O)c1cccs1 | -2 | -1 | -15 | -16 | nt | 1 | -3 | -1
COc1ccc(C(=O)NC(=O)COC(=O)CCS(=O)(=O)c2ccc(C)cc2)cc1 | 5 | 1 | 3 | 9 | 5 | -2 | 2 | -1
O=C(/C=C/c1ccccc1)N1CCN(c2c(Cl)cccc2[N+](=O)[O-])CC1 | 7 | nt | 4 | -1 | 1 | nt | -1 | -5
CCC(=O)c1ccc(OCC(=O)Nc2ccc(S(=O)(=O)Nc3cc(C)nc(C)n3)cc2)cc1 | -19 | 12 | 6 | -12 | nt | 0 | -2 | 2
COc1ccnc(Nc2ccc(C)c(C)c2)c1C#N | nt | 12 | nt | -15 | -10 | 3 | -7 | 1
CCNc1nc(NC(C)CC)nc(Oc2ccc(=O)[nH]n2)n1 (stereo not given) | nt | 4 | -1 | 15 | nt | -2 | -4 | 13
O=C1NC[C@H](CCCCN2CCN(CCC3CCCCC3)C(=O)C2=O)N(CCc2ccc(O)cc2)C1=O | -10 | nt | -7 | -19 | 9 | nt | 1 | nt
CC(=O)Nc1cccc(C(=O)OCC(=O)NNC(=O)c2ccc([N+](=O)[O-])cc2)c1 | 3 | -9 | 0 | 9 | 6 | 0 | 0 | -3

Arranged by heavy-atom count (lowest first): three of the compounds above
molecule | PAX8 inh HTS | PGC1a acetyl inh | EWS-Fli inh | LGR2 inh | FN deposit inh | PglD DTNB | S100A4 MyoIIA | ERAP1 inh
CCNc1nc(NC(C)CC)nc(Oc2ccc(=O)[nH]n2)n1 (stereo not given) | nt | 4 | -1 | 15 | nt | -2 | -4 | 13
COCC(=O)Nc1ccc2c(c1)[C@@H]1C[C@@H](CC(=O)NCc3ccccc3OC)O[C@@H](CO)[C@@H]1O2 | nt | -7 | 3 | 3 | -2 | 0 | -1 | -3
Cc1ccc(S(=O)(=O)C/N=C(/NC(=S)N(c2ccccc2)c2ccccc2)c2ccccc2)cc1 | nt | -4 | -3 | 5 | nt | 2 | 2 | 5

Among those listed so far, these have a cyano group.
molecule | PAX8 inh HTS | PGC1a acetyl inh | EWS-Fli inh | LGR2 inh | FN deposit inh | PglD DTNB | S100A4 MyoIIA | ERAP1 inh
N#C/C(=C\c1coc2ccc(O)cc2c1=O)C(=O)Nc1nc2ccccc2s1 | 34 | -7 | -19 | 17 | 1 | 4 | -19 | 8
Cc1onc(-c2c(Cl)cccc2Cl)c1C(=O)O/N=C(\C#N)c1c(Cl)cccc1Cl | -5 | nt | 2 | -1 | -1 | nt | 3 | nt
COc1ccnc(Nc2ccc(C)c(C)c2)c1C#N | nt | 12 | nt | -15 | -10 | 3 | -7 | 1
